GPR151 ag: activates the human receptor GPR151; activation, % at 11.2 µM; PathHunter beta-arrestin GPR151 cells, luminescence; Q8TDV0; 650,000 tested, 1% active; in the data active = activation above about 4.9%;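 note: 0% = median of compound wells and 100% = cells with positive control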
TEAD-YAP block: TEAD-YAP interaction inhibition. HEK-TIYL cells, TEAD-Gal4/YAP UAS-luciferase luminescence. inhibition, % at 9.12 µM. 640,000 tested, 1.4% active. AID 1259422; in the data active = inhibition above about 32%;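 note: 0% = median of test compound wells and 100% = reference inhibitor wells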
MITF inh: human MITF inhibition, primary screen; O75030; AlphaScreen MITF homodimerization, bead proximity signal; inhibition, % at 2.6 µM; 650,000 tested, 0.91% active; in the data active = inhibition above about 50%;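 note: 0% = vehicle wells with protein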
FBW7 activator: human FBW7 E3 ligase activation, primary screen. AlphaScreen FBW7–phospho-cyclin E peptide binding, activator screen. 650,000 tested, 0.13% active. normalized activity (activation), % at 26.1 µM; in the data active = normalized activity above about 1.9%;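 note: purified mutant Fbw7 with reduced substrate affinity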
Target sequence (Q969H0 whole entry, looked up): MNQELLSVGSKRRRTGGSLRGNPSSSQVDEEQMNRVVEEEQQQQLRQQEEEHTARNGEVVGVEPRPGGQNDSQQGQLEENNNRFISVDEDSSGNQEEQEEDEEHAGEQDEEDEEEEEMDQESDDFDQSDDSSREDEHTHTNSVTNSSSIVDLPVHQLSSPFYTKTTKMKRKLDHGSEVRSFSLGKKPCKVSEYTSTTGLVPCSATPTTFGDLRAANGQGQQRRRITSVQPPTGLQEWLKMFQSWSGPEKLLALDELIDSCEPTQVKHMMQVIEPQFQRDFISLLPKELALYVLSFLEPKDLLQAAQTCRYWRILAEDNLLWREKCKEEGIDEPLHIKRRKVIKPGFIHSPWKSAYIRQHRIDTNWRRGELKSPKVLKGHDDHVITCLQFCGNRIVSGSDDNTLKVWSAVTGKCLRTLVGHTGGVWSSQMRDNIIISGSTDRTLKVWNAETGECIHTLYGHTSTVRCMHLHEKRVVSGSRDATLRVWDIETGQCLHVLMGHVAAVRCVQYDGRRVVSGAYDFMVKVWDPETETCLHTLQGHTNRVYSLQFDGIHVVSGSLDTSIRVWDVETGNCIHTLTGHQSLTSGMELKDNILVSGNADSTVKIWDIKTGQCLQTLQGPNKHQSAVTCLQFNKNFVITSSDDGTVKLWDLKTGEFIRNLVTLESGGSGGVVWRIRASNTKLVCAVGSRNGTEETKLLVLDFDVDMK
Starred values were filed as active, the others as inactive.

cpd	Structure	GPR151 ag	TEAD-YAP block
1	C#CCSc1nc(N)c(C#N)c(-c2cccc(Cl)c2)c1C#N	0.0	-1
2	CC(=O)c1ccc(OCc2cc(C(=O)N3CCCCCCC3)no2)cc1	-0.4	-18
3	CCCCc1c(O)c2ccccc2[nH]c1=O	1.0	7
4	COC(=O)c1c(C(=O)OC)c(C)n(CCc2c[nH]c3ccccc23)c1C	0.1	7
5	CC1C(=O)Nc2cc(S(C)(=O)=O)ccc2N1C(=O)c1ccccc1 (centres undefined)	-0.1	1
6	CCCc1cc(CN(C)C(=O)CCc2nnc(Cc3c[nH]c4ccccc34)o2)[nH]n1	0.0	3
7	CCOc1ccc(CCNS(=O)(=O)c2cc(-c3nnc(Nc4ccc(Cl)c(Cl)c4)c4ccccc34)ccc2C)cc1OCC	0.7	9
8	O=C(O)c1ccc(Nc2cnn(C34CC5CC(CC(C5)C3)C4)c(=O)c2Cl)cc1	-1.5	-7
9	Cc1cccc(NC(=O)Nc2nnc(N3C(C)CCCC3C)s2)c1C (centres undefined)	-2.0	-6
10	O=[N+]([O-])c1ccc(CN2CCN(CC3CC4C=CC3C4)CC2)cc1 (centres undefined)	-0.3	4
11	Cc1sc2ncn(-c3ccc(Cl)cc3)c(=O)c2c1C	-0.6	-12
12	CC(C)(C)c1cc(C(=O)N(CCO)CCO)cc(C(C)(C)C)c1	-1.7	9
13	O=C(CSc1nnnn1Cc1ccccc1)N1CCN(c2ccccc2)CC1	1.2	-5
14	Cc1ccn2c(NC(=O)c3cccs3)c(-c3ccccc3)nc2c1	0.1	12
15	O=C(Cc1ccccc1)Nc1ccnn1C1CCN(Cc2ccccc2OC(F)F)CC1	0.9	6

cpd	MITF inh	FBW7 activator
1	-2	-0.1
2	2	0.1
3	6	0.1
4	6	-0.2
5	-2	0.0
6	-6	-0.1
7	1	-0.2
8	17	0.4
9	-7	0.0
10	63*	0.0
11	3	0.0
12	4	-0.1
13	-7	0.3
14	4	0.1
15	8	-0.1

Some values from the list.
MITF inh, CC(C)(C)c1cc(C(=O)N(CCO)CCO)cc(C(C)(C)C)c1 → 4
FBW7 activator, O=C(O)c1ccc(Nc2cnn(C34CC5CC(CC(C5)C3)C4)c(=O)c2Cl)cc1 → 0.4
TEAD-YAP block, O=C(Cc1ccccc1)Nc1ccnn1C1CCN(Cc2ccccc2OC(F)F)CC1 → 6

The listing continues:
cpd	Structure	GPR151 ag	TEAD-YAP block
16	CCCCCNC(=O)CNS(=O)(=O)c1ccc(Cl)cc1	1.8	9
17	CCc1ccc(-n2c(=S)sc3c(=O)n(-c4ccccc4C)c(SCC(=O)NCCC(C)C)nc32)cc1	0.6	10
18	CC(C)n1cnc2c(NCc3cccnc3)nc(N3CCc4ccccc4C3)nc21	-1.0	-16
19	CCOC(=O)C1=C(C)NC(=O)NC1c1cc2ccc(C)cc2[nH]c1=O (centres undefined)	0.6	-5
20	CC(C)CN(CC(C)C)c1nc(-c2ccc([N+](=O)[O-])cc2)nc2ccccc12	0.7	3
21	Nc1cc(=O)nc(SCC(=O)Nc2cccc3ccccc23)n1CCc1ccccc1	-0.1	3
22	O=C(CSCc1cnn(-c2ccccc2)c1-n1cccc1)N1CCCCC1	-0.1	-13
23	COc1ccc(-c2noc(N3CCN(c4ccccn4)CC3)n2)cc1OC	1.6	0
24	CCOc1ccc(-c2csc(NC(=O)c3ccc(S(=O)(=O)N4CCCCCC4)cc3)n2)cc1	-0.4	-1
25	CCCCC(=O)Nc1ccc(Br)cc1C	-0.8	5
26	CC(C)(CO)NC12CC3CC(CC(C3)C1)C2	0.9	7
27	Cc1cc(C)c2oc(-c3ccc(NC(=O)c4cccc(F)c4)cc3)nc2c1	-0.2	-2
28	CCCCC(=O)Nc1sccc1C(N)=O	2.8	-13
29	C=CCSc1[nH]c(=O)c(C(=O)O)cc1C#N	-1.1	2
30	CCOC(=O)c1cnc(SCc2cccc([N+](=O)[O-])c2)nc1N	-0.3	-5

cpd	MITF inh	FBW7 activator
16	3	0.0
17	3	0.5
18	-13	-0.1
19	0	-0.1
20	0	0.1
21	21	0.2
22	-3	-0.2
23	-10	0.1
24	16	0.2
25	-11	-0.2
26	12	0.1
27	-7	-0.1
28	7	0.5
29	2	-0.2
30	2	-0.3

Other entries.
cpd	Structure	GPR151 ag	TEAD-YAP block
31	C=C(C)CN1C(=O)NC(CC)(C2CCN(Cc3cccc4ncccc34)CC2)C1=O (centres undefined)	-1.3	15
32	O=C(NCCc1c[nH]c2ccccc12)/C(=C\c1ccc(O)cc1)NC(=O)c1ccccc1	0.2	7
33	O=C(CSC1CC(=O)N(c2ccc(Br)cc2)C1=O)Nc1ccc(Cl)c(Cl)c1 (centres undefined)	-0.9	-11
34	Oc1c(/C=N/n2cnnc2)ccc2ccccc12	-1.3	-10
35	Cc1onc(-c2ccccc2Cl)c1C(=O)OCC(=O)c1ccccc1	-0.1	10
36	Cc1ccsc1/C=N/NS(=O)(=O)c1ccccc1	0.2	-4
37	COc1cc(/C=N\NC(=O)Cn2c(-c3nonc3N)nc3ccccc32)cc(OC)c1O	-1.1	3
38	O=C(Nc1ccc(Cl)cc1)c1cc(=O)c2ccccc2o1	1.3	3
39	CN(Cc1cnccn1)C(=O)CC1C(=O)NCCN1CC(c1ccccc1)c1ccccc1 (centres undefined)	0.3	2
40	Cn1c2ccccc2c2nnc(N/N=C/c3ccc(Br)o3)nc21	-1.6	-1
41	Cc1ccc(NC(=O)C/C(N)=N/OC(=O)Nc2cccc(Cl)c2)cc1	1.8	0
42	CC(NC(=O)Nc1cccc(Cl)c1)C(c1cccs1)N1CCN(C)CC1 (centres undefined)	-1.1	-3
43	O=[N+]([O-])c1cc(/C=N/O)ccc1N1CCOCC1	1.4	4
44	CC(C)c1ccc(NC(=O)C2C3C=CC4(O3)C2C(=O)N(Cc2cccs2)C4C(=O)NC2CCCCC2)cc1 (centres undefined)	-0.9	-2
45	COC(=O)c1ccc(Cl)c(NC(=O)CN2CCOCC2)c1	0.0	5

cpd	MITF inh	FBW7 activator
31	1	0.2
32	5	0.1
33	0	0.1
34	-11	0.0
35	-6	-0.1
36	3	0.0
37	1	0.1
38	-2	-0.2
39	9	0.0
40	12	0.0
41	-7	0.0
42	-8	0.6
43	8	0.0
44	-7	0.1
45	12	0.2

(continued)
cpd	Structure	GPR151 ag	TEAD-YAP block
46	COC(=O)c1sc(NC(=O)c2ccccc2Cl)c(C#N)c1C	-0.2	1
47	O=C(O)c1cc(C(=O)O)c2cc(Cl)ccc2n1	-1.7	2
48	Cc1ccc(N(CCCCN2C(=O)c3ccccc3C2=O)C(=O)Cc2cccc3ccccc23)cc1	0.4	0
49	CCc1ccc(NC(=O)c2cc(C3CC3)on2)cc1	-1.9	-74
50	c1cc2c(cc1-n1nnnc1SCC1CC1)OCO2	-1.7	2
51	O=C(Nc1ccc(I)cc1Cl)c1ccc([N+](=O)[O-])cc1	-1.6	-16
52	C=C(C)CN1CCN(c2c(Cl)cccc2NC(=O)c2ccc(Br)o2)CC1	1.5	-5
53	CC1(C)N([O-])C2=C(c3ccccc3C2=O)[N+](=O)C1(C)C	0.3	1
54	Nc1c(Cl)c(Cl)c(N)c2nccnc12	-0.7	4
55	CN1CC(=O)NC1=NC(=O)C12CC3CC(CC(C3)C1)C2	-0.1	-1
56	O=C(COC(=O)COc1cccc(F)c1)NCC1CCCCC1	-1.0	-4
57	CCOc1ccc2[nH]c3sc(C)nc3c2c1	0.8	-41
58	Cc1nc2c(oc3ccc(Br)cc32)c(=O)[nH]1	-0.8	6
59	CC1=C(C(=O)OCCc2ccccc2)C(c2ccccc2OC(C)C)C2=C(CCCC2=O)N1 (centres undefined)	0.1	1
60	C=CCNc1nc2ccc(C)cn2c(=O)c1/C=C1\SC(=S)N(C(C)CC)C1=O (centres undefined)	0.6	-1

cpd	MITF inh	FBW7 activator
46	-9	0.1
47	29	0.1
48	-4	-0.1
49	2	0.2
50	19	0.1
51	-2	0.0
52	6	0.2
53	16	0.1
54	-3	-0.3
55	4	0.1
56	7	0.1
57	-1	-0.3
58	-13	0.0
59	2	0.1
60	17	0.0

Following part:
cpd	Structure	GPR151 ag	TEAD-YAP block
61	O=C(Nc1c(C(=O)Nc2ccc(Br)cc2)cnn1-c1ccccc1)c1cccs1	1.0	5
62	COc1ccc(-n2sc3c(c2=S)-c2cc(C)c(C)cc2NC3(C)C)cc1OC	0.9	12
63	CN1CCN(c2nc3c(c(=O)n(C)c(=O)n3C)n2CC(=O)c2ccc(Cl)cc2)CC1	0.7	5
64	COc1ccc(C)cc1N(CC(=O)Nc1ccccc1C(=O)N1CCCC1)S(C)(=O)=O	-0.6	7
65	COc1ccc(-c2nc(CCNC(=O)c3cc(OC)c(OC)c(OC)c3)cs2)cc1	0.2	9
66	COc1cc2nc(-c3ccc(N4CCOCC4)nc3)nc(Nc3ccc(NC(C)=O)cc3)c2cc1OC	0.8	16
67	COc1ccc(C(=O)CSc2nnc(-c3ccc4c(c3)OCO4)n2-c2ccccc2)cc1	-0.2	-1
68	CCOc1ccc(NC(=O)CSc2nc3cccnc3n2CCOC)cc1	-0.4	9
69	COc1ccccc1/C=C(\NC(=O)c1ccccc1C)C(=O)O	0.7	9
70	CCN(C(=O)COc1ccccc1Cl)c1ccccc1	-1.3	-4
71	COc1cc(NC(=O)c2cccc(-n3cc(NC(=O)C4CCc5ccccc54)cn3)c2)ccc1N1CCOCC1 (centres undefined)	-1.4	8
72	CCOC(=O)N1CCC(N2CCN(Cc3ccc(C)o3)C(CCO)C2)CC1 (centres undefined)	-1.5	6
73	Cc1ccc(CN2C(=O)CSc3ccc(NC(=O)Nc4ccccn4)cc32)cc1	0.8	-5
74	OCCNc1nc(Nc2ccc(C(F)(F)F)cc2)nc2c1ncn2-c1ccsc1	0.7	15
75	Cc1ccnc(NC(=O)CCCOc2ccccc2)c1	3.1	-14

cpd	MITF inh	FBW7 activator
61	-12	-0.1
62	11	-0.1
63	21	0.2
64	8	0.0
65	9	0.1
66	13	0.0
67	4	0.0
68	6	0.0
69	2	-0.2
70	8	0.1
71	-1	0.1
72	10	0.0
73	-3	-0.1
74	-18	0.1
75	-6	-0.1

The results go on.
cpd	Structure	GPR151 ag	TEAD-YAP block
76	CCCCN(CCNC(=O)c1ccc2c(=O)n3c(nc2c1)CCCCC3)Cc1ccco1	0.0	-4
77	CC(C)(C)c1ccc(C(=O)Nc2nnc(COc3ccc(Cl)cc3Cl)s2)cc1	0.2	-2
78	Cn1c(SCC(=O)NCc2ccc3c(c2)OCO3)nnc1-c1cccs1	-1.1	-4
79	CCOC(=O)c1oc2ccc(C=NCCCO)c(Cl)c2c1C	1.7	-24
80	Cc1cc(C(=O)CSc2nnc(-c3cccs3)o2)c(C)n1CC1CCCO1 (centres undefined)	1.6	-18
81	CC(NC(=O)C(=O)NN=C1CCCCC1)c1ccccc1 (centres undefined)	0.1	-4
82	Cc1ccnc(NS(=O)(=O)c2ccc(NC(=O)c3ccc(C)c([N+](=O)[O-])c3)cc2)n1	0.0	1
83	CCN(Cc1ccccc1)C(=O)CC1(c2ccccc2C)CC(=O)N(CCN(C)C)C1=O (centres undefined)	-0.6	2
84	CCc1c(C)c2ccc(OCC(C)C)cc2oc1=O	-0.9	-23
85	COC(=O)c1ccc(CN2CCC(N(Cc3ccco3)S(C)(=O)=O)CC2)cc1	4.6	13
86	O=[N+]([O-])c1ccc(-c2nc(-c3ccncc3)no2)o1	-2.6	-1
87	CCCCC(=O)Nc1nnc(-c2ccc(C)cc2)s1	0.6	-4
88	O=C(CN1CCN(C2c3ccccc3-c3ccccc32)CC1)Nc1cc(C(F)(F)F)ccc1Cl	0.8	-7
89	CC(C)Nc1nc(Cc2ccccc2)nc2sc3c(c12)CCCC3	-0.1	-18
90	O=C1NC2(CCc3ccccc32)C(=O)N1Cc1cc(=O)n2ccsc2n1 (centres undefined)	0.1	-2

cpd	MITF inh	FBW7 activator
76	-4	-0.1
77	6	-0.1
78	13	0.2
79	-4	0.0
80	18	0.1
81	10	0.2
82	1	0.1
83	-8	0.1
84	-5	-0.1
85	-6	-0.1
86	4	0.2
87	-1	0.6
88	-3	-0.2
89	-2	-0.1
90	0	0.5

Profiles, looked up by structure:
Cc1cc(C(=O)CSc2nnc(-c3cccs3)o2)c(C)n1CC1CCCO1 (centres undefined) is entered as GPR151 ag = 1.6; TEAD-YAP block = -18; MITF inh = 18; FBW7 activator = 0.1
Cc1ccnc(NS(=O)(=O)c2ccc(NC(=O)c3ccc(C)c([N+](=O)[O-])c3)cc2)n1 is entered as GPR151 ag = 0.0; TEAD-YAP block = 1; MITF inh = 1; FBW7 activator = 0.1

(continued)
cpd	Structure	GPR151 ag	TEAD-YAP block
91	CC(C)(C)/C(=C\c1nc2ccccc2[nH]c1=O)NN	-6.2	81*
92	CCc1ccc(-n2c(=S)sc3c(=O)n(-c4ccc(F)cc4)c(SCC(=O)Nc4nccs4)nc32)cc1	-0.5	-4
93	Cc1nc(NCc2ccco2)nc(N2CCOCC2)c1[N+](=O)[O-]	0.3	-9
94	O=C(NCC1CCC2(CCN(CCCc3ccccc3)CC2)O1)[C@@H]1C[C@@H]2C=C[C@H]1C2 (some centres undefined)	0.2	10
95	COc1ccc(-n2nc([N+](=O)[O-])c(=Nc3cc(C)ccc3C)n2O)cc1	-0.6	-11

cpd	MITF inh	FBW7 activator
91	3	0.0
92	-9	-0.1
93	5	0.0
94	-1	0.2
95	3	-0.5
